RAD54 inh – RAD54 (human) branch migration inhibition; RAD54 Holliday junction branch migration, FAM/BHQ fluorescence; inhibition, % at 10.4 µM; 0.14% of 360,000 active;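 active = mean normalized replicate activity at least 40 and at least half of replicates scoring 40 or more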;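 note: 0% = median of neutral control wells and 100% = median of positive control wells; inhibitors cause a drop in the FAM fluorescence signal; in these data hits start at about 50%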
RAD52 inh – blocks human RAD52 DNA annealing; P43351; recombinant RAD52 DNA annealing, FRET fluorescence; inhibition, % at 18.7 µM; 0.46% of 360,000 active; AID 651710;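 active = every replicate showing at least 50% inhibition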
XiGFP reactiv – reactivates the inactive X chromosome in mouse fibroblasts; AID 743238; XiGFP mouse fibroblasts, % GFP-positive cells imaging, 3 d; cells co-treated with 5-aza-dC sensitizer; scaled so ellipticine positive control = 100%; 0.055% of 360,000 active; activation, % at 7.58 µM;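 active = mean normalized replicate activation at least 10% and every replicate at or above 10%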;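 note: 0% = median of on-plate neutral control wells and 100% = ellipticine 6 µM median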
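System: 68-5-11 XiGFP fibroblast line | Buffer or medium: DMEM containing 5-aza-dC | Compound: Single point | Times: Compounds 3 days, fix/stain 15 min at room temperature | Benchmarks: Positive control ellipticine, 6 µM final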
CFTR F508del cor – CFTR F508del correction in bronchial cells. CFBE cells, YFP halide quenching; stimulated with forskolin plus potentiator P3; % fluorescence drop versus neutral controls. activity (quench increase), % at 7.58 µM. 0.36% of 350,000 active. AID 720511;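 active = mean added fluorescence quench of at least 8% versus neutral control, with both replicates also reaching 8%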;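 note: cells transiently co-express mutant CFTR-F508del with the halide-sensitive YFP; corrector assay measuring rescue of mutant channel to the surface after 24 h compound exposure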
ARNT TACC3 PPI – disrupts binding between human ARNT and TACC3 | AlphaScreen His-ARNT PAS-B/GST-TACC3 binding, luminescence; TACC3 fragment carries E629A point mutation | inhibition, % at 9.99 µM | 0.66% of 390,000 active;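 active = mean inhibition of replicates at least 50% and at least half of replicates each reaching 50%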;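 note: 0% = complete ARNT plus TACC3 wells and 100% = ARNT alone without TACC3; many hits fall short of the cut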
ERAP1 HTS inh – ERAP1 (human) enzyme inhibition; AID 652197; Q9NZ08; inhibition, % at 10.7 µM; 0.15% of 340,000 active; recombinant ERAP1, Leu-AMC fluorescence, 60 min;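 active = mean replicate inhibition of at least 30%, or all replicates individually reaching that 30% level; inactive = mean below 30% and not every replicate reaching it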;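 note: 0% = neutral control wells and 100% = L-leucinethiol positive control wells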
Target sequence (Q9NZ08 whole entry, looked up): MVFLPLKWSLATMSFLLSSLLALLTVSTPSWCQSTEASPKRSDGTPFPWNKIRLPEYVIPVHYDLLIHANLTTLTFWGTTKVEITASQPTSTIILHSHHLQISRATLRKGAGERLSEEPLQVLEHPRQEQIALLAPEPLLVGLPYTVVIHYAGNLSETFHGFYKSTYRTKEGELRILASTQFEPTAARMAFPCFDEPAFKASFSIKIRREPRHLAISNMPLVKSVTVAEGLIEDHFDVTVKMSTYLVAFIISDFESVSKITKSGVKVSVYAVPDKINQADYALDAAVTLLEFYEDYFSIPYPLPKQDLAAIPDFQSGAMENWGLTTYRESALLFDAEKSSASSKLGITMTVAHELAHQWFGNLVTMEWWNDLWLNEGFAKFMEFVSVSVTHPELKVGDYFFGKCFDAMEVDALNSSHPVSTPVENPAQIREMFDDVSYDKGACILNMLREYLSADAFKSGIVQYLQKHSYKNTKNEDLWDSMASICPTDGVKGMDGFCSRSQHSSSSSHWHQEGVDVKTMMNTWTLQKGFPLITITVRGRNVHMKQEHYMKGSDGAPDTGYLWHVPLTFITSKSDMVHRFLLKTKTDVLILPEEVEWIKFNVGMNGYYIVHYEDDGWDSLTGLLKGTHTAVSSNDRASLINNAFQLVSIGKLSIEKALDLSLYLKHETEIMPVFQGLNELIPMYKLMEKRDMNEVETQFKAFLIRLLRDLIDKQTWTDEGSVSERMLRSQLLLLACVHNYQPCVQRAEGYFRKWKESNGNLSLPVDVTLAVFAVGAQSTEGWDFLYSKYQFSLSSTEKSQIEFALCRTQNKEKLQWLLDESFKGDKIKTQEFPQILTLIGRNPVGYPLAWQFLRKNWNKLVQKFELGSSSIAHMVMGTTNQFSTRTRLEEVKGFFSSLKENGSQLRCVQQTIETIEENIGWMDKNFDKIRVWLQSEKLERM
INS-1E GSIS act – primary screen for activators of insulin secretion dependent on glucose, INS-1E cells, GLuc reporter luminescence; 0.61% of 370,000 active; activation, % at 16.6 µM; INS-1E GLuc reporter insulin secretion, 2-3 h;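 active = lowest replicate activation of at least 40%, so every replicate reaches that level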;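 note: 0% = median of neutral control wells and 100% = median of IBMX positive control wells; some compounds called inactive have numbers as strong as hits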
esBAF inh – SWI/SNF esBAF complex inhibition; mouse ES cells, Bmi1-luciferase knock-in reporter, 24 h; 100% = twice the neutral-well signal; 2% of 350,000 active; AID 602393; reporter increase, % at 12.5 µM; in the data active = activation above about 40%;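 note: 0% = median of the plate's neutral control wells and 100% = double that signal; a rise in the Bmi1 reporter signal indicates esBAF inhibition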
An asterisk follows results filed as active; . = not tested or not shown; & = joins results of further samples. An unsorted share of the library. About 3.3% of those tested had a hit in this group.

SMILES	RAD54 inh	RAD52 inh	XiGFP reactiv	CFTR F508del cor	ARNT TACC3 PPI	ERAP1 HTS inh	INS-1E GSIS act	esBAF inh
O=C(NCc1ccc(C(F)(F)F)cc1)C1CC(c2cccc(F)c2)=NO1 (stereo not given)	-1	-1	-0.1	-3.4	2	0	-7	5
N#Cc1c(SCc2ccccc2)sc(C(=O)c2ccccc2)c1N	-6	.	.	.	2	.	12	-1
Cc1ccc(C)c(SCc2noc(C(=O)NCC3CCCO3)c2C(=O)O)c1 (stereo not given)	9	-3	0.1	-2.4	-20	.	-10	-4
O=C(NCC[C@H]1CC[C@H](NS(=O)(=O)c2ccccc2)[C@H](CO)O1)c1ccc2c(c1)OCO2	1	1	-0.2	0.2	-1	4	11	5
Cc1ccc(NC(=O)COC(=O)[C@H](C)NC(=O)c2ccccc2)cc1S(=O)(=O)N1CCOCC1	1	-6	0.0	-1.2	-4	2	-15	.
OC[C@@H]1CN(Cc2cccs2)C[C@H](n2cnc3c(N4CCN(c5ccccc5)CC4)ncnc32)O1	-11	-36	0.2	-1.4	.	0	-50	0
COc1ccc(S(=O)(=O)N(C)C[C@H]2Oc3ccc(NS(=O)(=O)c4c(C)noc4C)cc3C(=O)N([C@@H](C)CO)C[C@@H]2C)cc1	-1	-33	0.0	0.0	.	1	-7	-2
COc1ccccc1CCNC(=O)c1cc(-c2ccccn2)nc2ccccc12	13	-17	0.4	1.7	0	-3	5	-3
CCOc1ccc(NC(=O)Nc2cc(C(C)C)c(O)cc2C)cc1	-3	-15	-0.2	-1.6	2	.	-21	13
COc1ccc(NC(=O)COc2ccc(-n3cnnn3)cc2)cc1OC	3	-11	0.1	0.9	-3	-1	0	-1
O=C(NCCc1ccccc1)C(=O)NCC1OCCN1S(=O)(=O)c1ccc(F)cc1 (stereo not given)	-4	-15	0.2	-2.5	-5	-2	.	4
COc1ccc2nc(NC(=O)CN(C)S(=O)(=O)c3cccs3)sc2c1	4	.	.	.	27	.	-12	35
CCCCOc1ccc(CC2CCC(=O)NC2=O)cc1 (stereo not given)	.	-2	0.1	3.1	-4	3	.	.
O=C(N[C@@H]1CC[C@H](CCn2cc(-c3cccnc3)nn2)O[C@H]1CO)c1ccccc1F	-4	-12	-0.6	-0.9	-1	0	3	-1
CCCN=Cc1ccc(O)cc1	.	-9	0.0	-2.1	-6	2	4	.
O=C(O)c1ccc2c(=O)n3c(nc2c1)/C(=C/c1ccccc1OC(F)F)CC3	-1	-17	0.1	0.9	3	3	-14	-4
Cc1ccc(C(=O)N2CCN(CCNC(=O)C(=O)Nc3ccc(Cl)cc3)CC2)cc1	7	-5	0.0	-0.9	2	3	8	.
C[C@H]1CN([C@@H](C)CO)C(=O)c2cc(NC(=O)NC3CCCCC3)ccc2O[C@H]1CN(C)Cc1ccc(C(F)(F)F)cc1	21	1	-0.1	-0.7	-1	-1	-9	-6
CC(=O)c1c(C)[nH]c(C(=O)NCc2ccc(F)cc2)c1C	-2	-13	0.0	-1.2	24	-4	-10	7
Cc1ccc(S(=O)(=O)N2CCN(C(=O)COC(=O)CSc3cc(C)ccc3C)CC2)c(C)c1	-5	-37	0.5	-4.3	28	-3	3	4
COc1cccc(NC(=O)C2(C)CCCN2C(=O)C(C)C)c1OC (stereo not given)	-17	-5	0.1	-1.4	.	-3	.	-2
Cc1ccc(CCN2CC(C(=O)NC(C)C)CC2=O)cc1 (stereo not given)	2	-14	0.1	.	-8	-1	-2	4
Cc1cccc(C)c1NC(=S)N1CC(C)OC(C)C1 (stereo not given)	.	-13	0.1	-1.6	28	0	8	.
N#Cc1ccc(CN(c2ccncc2)S(=O)(=O)c2ccccc2)cc1	0	-5	-0.1	1.6	1	-1	3	4
COC(=O)c1sc(NC(=O)c2cccc([N+](=O)[O-])c2)c(C(N)=O)c1C	-12	.	0.0	.	1	.	78*	.

Single records, as listed above. Values in the order: RAD54 inh, RAD52 inh, XiGFP reactiv, CFTR F508del cor, ARNT TACC3 PPI, ERAP1 HTS inh, INS-1E GSIS act, esBAF inh
Record of O=C(N[C@@H]1CC[C@H](CCn2cc(-c3cccnc3)nn2)O[C@H]1CO)c1ccccc1F : -4, -12, -0.6, -0.9, -1, 0, 3, -1
Record of COc1cccc(NC(=O)C2(C)CCCN2C(=O)C(C)C)c1OC (stereo not given) : -17, -5, 0.1, -1.4, ., -3, ., -2

(cont.)
SMILES	RAD54 inh	RAD52 inh	XiGFP reactiv	CFTR F508del cor	ARNT TACC3 PPI	ERAP1 HTS inh	INS-1E GSIS act	esBAF inh
COC(=O)c1cn(C(=O)c2ccc(C)c(C)c2)c2ccccc12	.	5	-0.1	.	18	10	16	.
Cc1cc(F)ccc1N1CCC(N2CCN(C)C(CCO)C2)CC1 (stereo not given)	-5	-8	0.1	2.4	7	-1	17	-1
COC(=O)Nc1ccc(S(=O)(=O)N2CCCC(C(=O)N3CCCCC3)C2)cc1 (stereo not given)	.	7	0.1	5.2	5	3	7	.
CCCNC(=O)C[C@H]1CC[C@@H]2[C@H](COC[C@@H](O)CN2C(=O)Nc2cccc(Cl)c2)O1	8	15	-0.1	-1.3	-4	-8	-18	2
CO[C@@H]1CN(C)C(=O)c2cc(NS(=O)(=O)c3ccc(C)cc3)ccc2OC[C@H](C)N(Cc2nccs2)C[C@H]1C	-4	-7&-21	0.2&-0.1	0.8&-2.5	-3	2	-11&-13	4
Cc1cc(C(=O)NCCC2=CCCCC2)ccc1[N+](=O)[O-]	2	-18	0.0	.	.	6	-36	.
C[C@H]1CN([C@@H](C)CO)C(=O)c2cc(NC(=O)Nc3ccccc3)ccc2O[C@@H]1CN(C)Cc1ccc2c(c1)OCO2	13	10	-0.1	-1.0	5	2	-13	2
COCC(=O)Nc1ccc2c(c1)[C@H]1C[C@H](CC(=O)NCc3cccc(F)c3)O[C@H](CO)[C@H]1O2	3	-9	-0.1	2.6	-12	-3	-5	5
Cc1cccc(CC(=O)OCn2nnc3ccccc3c2=O)c1	-4	-16	0.4	-0.8	-4	1	.	-6
OCCN(CC#CC(O)(c1ccccc1)C1CCCCC1)CCO (stereo not given)	-14	-5	0.0	-0.5	-3	0	-5	-3
Nc1nc2c(s1)CCCCCCCCCC2	4	-4	0.0	-1.2	.	7	.	.
Cc1cc(C)c(NC(=O)Nc2ccc3c(c2)OCO3)c(C)c1	-1	-13	0.0	1.1	-2	-5	7	14
O=C(CN1CCN(S(=O)(=O)c2ccc(Cl)cc2)CC1)N1CCCC1	13	-15	0.1	1.1	-3	-2	-3	-4
CCOC(=O)c1ccc(NC(=O)c2nc[nH]c2C(=O)NC)cc1	-2	-10	-0.1	4.8	3	0	-5	7
O=[N+]([O-])c1ccc(C[n+]2cccc3ccc4cccnc4c32)cc1	.	-5	0.0	.	.	-5	5	.
CCCNC(=O)N1C[C@@H]2N[C@H](C1)C2c1ccc(-c2ccc(F)cc2)cc1 (stereo not given in full)	.	19&5	0.1&0.1	-0.4&-4.6	.	-1&-1	-4&1	.
Cc1cc(-c2cc(C(=O)NCc3ccccc3)on2)nc(NC2CCCC2)n1	5	-18	0.1	-3.2	8	-4	-13	9
CCCCN(CCO)c1ncnc2sc(-c3ccccc3)cc12	1	-8	0.0	1.6	23	1	-14	4
COCCN1C(=O)CCC1(C)C(=O)NC1CCCC1 (stereo not given)	-12	-3	-0.1	-2.2	.	0	16	-6
CCOc1ccc(C2c3[nH]c4ccccc4c3C[C@H]3C(=O)N(C4CCN(Cc5ccccc5)CC4)CC(=O)N23)cc1OC (stereo not given in full)	5	-25	0.0	-2.0	3	2	1	3
Cc1cccc(S(=O)(=O)N[C@@H]2CC[C@H](CCn3cc(-c4ccccn4)nn3)O[C@H]2CO)c1	-11	5	0.4	-0.3	.	0	-4	-1
CCOC(=O)c1cc(-c2ccc(F)cc2)n(CCC(=O)NC2CCN(Cc3ccccc3)CC2)c1C	3	-18	0.1	1.7	5	1	-17	-12
COCC1CCCCN1C(=O)c1cccc(OC2CCN(C(=O)C3CC3)CC2)c1 (stereo not given)	14	0	0.3	1.7	-9	-2	16	8
CC(C)CC#Cc1ccc2c(c1)O[C@@H](CN(C)C(=O)c1cnccn1)[C@H](C)CN([C@@H](C)CO)S2(=O)=O	5	6	-1.8	0.8	10	0	-17	6
CC(CN1CCOCC1)OC(=O)CCc1ccccc1 (stereo not given)	.	1	0.0	-1.4	-8	-1	.	.
CCc1c(C)nc(SCC(=O)NNC(=O)Cc2ccc(OC)cc2)[nH]c1=O	-6	-4	-0.1	-1.4	4	1	-3	-6
C[C@H]1CN([C@@H](C)CO)C(=O)Cc2cc(NC(=O)C3CC3)ccc2O[C@H]1CN(C)C(=O)Nc1ccc(C(F)(F)F)cc1	3	6	0.0	-1.3	6	0	9	2
Cc1c(C)c2ccc(OC(C)C(=O)NCCc3c[nH]c4ccccc34)cc2oc1=O (stereo not given)	1	0	.	-3.3	6	0	13	9
O=C(Cn1c(SCC(=O)N2CCCc3ccccc32)nc2ccccc21)N1CCCC1	.	-16	.	-0.7	-4	-1	-11	.

Gathered by group, the entries above containing a thiophene ring, fused or not (5)
SMILES	RAD54 inh	RAD52 inh	XiGFP reactiv	CFTR F508del cor	ARNT TACC3 PPI	ERAP1 HTS inh	INS-1E GSIS act	esBAF inh
N#Cc1c(SCc2ccccc2)sc(C(=O)c2ccccc2)c1N	-6	.	.	.	2	.	12	-1
OC[C@@H]1CN(Cc2cccs2)C[C@H](n2cnc3c(N4CCN(c5ccccc5)CC4)ncnc32)O1	-11	-36	0.2	-1.4	.	0	-50	0
COc1ccc2nc(NC(=O)CN(C)S(=O)(=O)c3cccs3)sc2c1	4	.	.	.	27	.	-12	35
COC(=O)c1sc(NC(=O)c2cccc([N+](=O)[O-])c2)c(C(N)=O)c1C	-12	.	0.0	.	1	.	78*	.
CCCCN(CCO)c1ncnc2sc(-c3ccccc3)cc12	1	-8	0.0	1.6	23	1	-14	4

Six compounds drawn at random from those above:
SMILES	RAD54 inh	RAD52 inh	XiGFP reactiv	CFTR F508del cor	ARNT TACC3 PPI	ERAP1 HTS inh	INS-1E GSIS act	esBAF inh
OCCN(CC#CC(O)(c1ccccc1)C1CCCCC1)CCO (stereo not given)	-14	-5	0.0	-0.5	-3	0	-5	-3
Cc1ccc(NC(=O)COC(=O)[C@H](C)NC(=O)c2ccccc2)cc1S(=O)(=O)N1CCOCC1	1	-6	0.0	-1.2	-4	2	-15	.
COC(=O)Nc1ccc(S(=O)(=O)N2CCCC(C(=O)N3CCCCC3)C2)cc1 (stereo not given)	.	7	0.1	5.2	5	3	7	.
O=[N+]([O-])c1ccc(C[n+]2cccc3ccc4cccnc4c32)cc1	.	-5	0.0	.	.	-5	5	.
COc1ccc(NC(=O)COc2ccc(-n3cnnn3)cc2)cc1OC	3	-11	0.1	0.9	-3	-1	0	-1
COCC(=O)Nc1ccc2c(c1)[C@H]1C[C@H](CC(=O)NCc3cccc(F)c3)O[C@H](CO)[C@H]1O2	3	-9	-0.1	2.6	-12	-3	-5	5

Source: PubChem
